RGS4 act: RGS4 potentiation or activation; AID 463111; HEK293 M3R/inducible RGS4, carbachol calcium flux Fluo4; active compounds read low; B-score at 10 µM; actives 0.92% (n = 310,000);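 active means B-score of the integrated calcium signal more than 4 SD below the library mean, with starting fluorescence not abnormally high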;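 further: negative B-score means reduced calcium response which marks RGS4 activation or potentiation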
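test system = M3R-expressing HEK293 line, RGS4 induced by doxycycline | probe or stimulus = carbachol at ECmax as muscarinic agonist stimulus | timing = dye loading 30 min 37 °C, buffer rest 30 min RT | signal = calcium dye Fluo4 fluorescence | evaluation = B score from integrated fluorescence ratio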
RGS4 inh: human RGS4 inhibition; HEK293 M3R/RGS4 inducible, Fluo-4 calcium flux; active compounds read high; triggered by carbachol at its EC20; B-score at 10 µM; actives 0.45% (n = 310,000); AID 463165;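 active means B-score, a plate-corrected calcium signal, over three deviations above library mean, with baseline fluorescence within five deviations of library mean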;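 further: RGS4 expression induced by doxycycline in cells with stable M3 receptor; B-score is computed from the integrated fluorescence ratio over baseline after carbachol; higher B-score means a larger calcium signal and so more RGS4 inhibition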
Target sequence (P49798 whole entry, looked up): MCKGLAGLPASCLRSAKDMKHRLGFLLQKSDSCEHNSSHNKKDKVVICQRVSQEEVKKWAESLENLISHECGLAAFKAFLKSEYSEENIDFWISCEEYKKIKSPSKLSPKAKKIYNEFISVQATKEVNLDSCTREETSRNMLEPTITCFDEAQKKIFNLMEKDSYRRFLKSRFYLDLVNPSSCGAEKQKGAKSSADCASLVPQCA
SKKanGAS inh: inhibitors of SKKanGAS S. pyogenes growth in kanamycin (SK-promoter or general growth effect). BacTiter-Glo, 6 h. inhibition, % at 7.5 µM. actives 1.3% (n = 300,000). AID 1662;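 active means mean replicate score, as percent of positive control median, at least 50; inconclusive means mean below 50 but one replicate at or above 50; inactive means mean and every replicate below 50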;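 further: strain carries kanamycin resistance gene driven by streptokinase promoter and grows in 40 µg/ml kanamycin; loss of luminescence reflects streptokinase promoter inhibition or plain growth inhibition; 0% = median of DMSO wells and 100% = positive control at its reference dose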
TRPC6 inh: mouse TRPC6 channel inhibition; Q61143; HEK293-TRPC6, membrane potential dye, ACh-evoked depolarization; active compounds read low; B-score at 10 µM; actives 1.1% (n = 310,000);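 active means B-score under library mean minus 3 SD, initial fluorescence not abnormally high, positive integrated signal ratio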;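 further: B-score derived from integrated fluorescence ratio over the kinetic read; more negative B-score means stronger inhibition of depolarization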
MrgX1 allo act: allosterically activates human MrgX1 receptor signaling | MrgX1-HEK293, Fluo-4 calcium flux, FDSS; active compounds read high | actives 0.63% (n = 310,000) | AID 588675 | B-score at 10 µM;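 active means plate-corrected calcium response at least 3 library SD above typical, normal starting fluorescence, not activating the receptor alone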;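 further: compound read alongside a low EC10 to EC30 dose of BAM8-22 agonist; peak minus trough fluorescence over baseline measured at the second addition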
Target sequence (Q96LB2 whole entry, looked up): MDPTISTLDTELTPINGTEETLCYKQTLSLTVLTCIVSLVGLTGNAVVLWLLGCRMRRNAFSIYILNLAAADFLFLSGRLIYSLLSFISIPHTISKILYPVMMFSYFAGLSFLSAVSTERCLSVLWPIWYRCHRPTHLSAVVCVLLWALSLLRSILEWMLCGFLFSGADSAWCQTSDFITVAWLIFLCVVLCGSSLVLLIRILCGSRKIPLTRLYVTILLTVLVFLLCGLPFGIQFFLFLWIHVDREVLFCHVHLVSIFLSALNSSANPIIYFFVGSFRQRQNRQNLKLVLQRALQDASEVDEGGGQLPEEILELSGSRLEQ
TMEM16A inh: blocks the mouse calcium-activated chloride channel TMEM16A. HEK293 TMEM16A/YFP iodide influx fluorescence, ionomycin. normalized B-score (activity score, 25-100; higher = stronger inhibition) at 10 µM. actives 1.2% (n = 310,000);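 active means ratio plate-corrected score three or more library SD toward inhibition, starting fluorescence score within five deviations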;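 further: score derived from kinetic fluorescence span divided by baseline fluorescence per well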
HDAC3 inhib: human HDAC3 inhibition. inhibition, % at 8.3 µM. actives 0.15% (n = 320,000). O15379. recombinant HDAC3, fluorogenic peptide/trypsin coupled, fluorescence. AID 2718; in the data active means inhibition above about 26%, passing the limit was not always enough; inconclusive means no clear call, values can overlap the other calls
Target sequence (O15379 whole entry, looked up): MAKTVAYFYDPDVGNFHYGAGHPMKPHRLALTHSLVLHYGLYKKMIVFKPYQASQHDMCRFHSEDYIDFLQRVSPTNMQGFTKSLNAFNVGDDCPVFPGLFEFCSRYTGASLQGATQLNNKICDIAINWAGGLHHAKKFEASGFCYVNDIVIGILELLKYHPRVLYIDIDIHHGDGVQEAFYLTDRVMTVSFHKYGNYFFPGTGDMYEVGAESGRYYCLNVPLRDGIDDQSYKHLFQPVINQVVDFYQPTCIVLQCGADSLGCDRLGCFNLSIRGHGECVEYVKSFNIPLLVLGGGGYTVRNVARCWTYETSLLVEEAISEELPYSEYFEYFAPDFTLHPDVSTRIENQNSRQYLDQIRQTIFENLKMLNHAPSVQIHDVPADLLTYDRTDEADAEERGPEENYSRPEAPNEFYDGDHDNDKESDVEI
MrgX1 antag: antagonists of human MrgX1 receptor; Q96LB2; MRGX1-HEK293 calcium flux, Fluo-4, BAM8-22 antagonism; active compounds read low; B-score at 10 µM; actives 1.3% (n = 310,000);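 active means calcium-response B-score plate-corrected more than 3 library SD below zero, starting fluorescence within 5 deviations, no agonist response on first addition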;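 further: peak minus trough fluorescence over baseline after final BAM8-22 challenge near maximal dose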
MrgX1 agonist: human MrgX1 receptor agonism, primary screen | actives 0.44% (n = 310,000) | Q96LB2 | MrgX1-HEK293 cells, Fluo-4 calcium fluorescence, agonist mode; active compounds read high | AID 588627 | B-score at 10 µM;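 active means calcium response B-score plate-corrected fluorescence ratio at least 3 library SD, with starting fluorescence B-score inside 5 SD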
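Assay system: stable human MrgX1 HEK293 cell line. Quantity: 15,000 cells per well. Schedule: cells plated overnight, dye loaded 0.5 h 37 °C, 0.5 h room temperature. Detection: Fluo-4 NW calcium-flux fluorescence, kinetic read. Read-out basis: peak-minus-minimum fluorescence over baseline, converted to B scores. Control set: positive and negative control wells on each plate.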
ANO1 activ: activates or potentiates the mouse TMEM16A chloride channel | Q8BHY3 | HEK293 TMEM16A/YFP-H148Q/I152L, iodide quench fluorescence; active compounds read low | B-score at 10 µM | actives 0.3% (n = 340,000) | AID 623877;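 active means fluorescence-ratio B-score plate-corrected deviation score at least 3 library SD below zero, with starting fluorescence score within 5 deviations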;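 further: channel opened by trigger with iodide after compound preincubation; score built on the fluorescence ratio of max minus min over baseline; more negative score means more quench and so TMEM16A activation or potentiation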
TRPC6 activator: activates the mouse TRPC6 cation channel; HEK293-TRPC6 membrane potential dye fluorescence; active compounds read high; B-score at 10 µM; actives 0.13% (n = 310,000);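 active means B-score of the integrated fluorescence ratio above library mean plus 3 SD, and starting fluorescence ratio within library mean plus 5 SD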;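 further: higher score means more depolarization so channel activation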
The depositor's hits bear a star; i = inactive; ? = inconclusive; . = no result given.

SMILES	RGS4 act	RGS4 inh	SKKanGAS inh	TRPC6 inh	MrgX1 allo act	TMEM16A inh	HDAC3 inhib	MrgX1 antag	MrgX1 agonist	ANO1 activ	TRPC6 activator
CC(NC(=O)c1nn(C)c(=O)c2ccccc12)c1ccc(F)cc1 (stereo unspecified)	i	i	0	i	i	i	.	i	i	i	i
O=C(c1cccc2ccccc12)N1CCN(c2ccc([N+](=O)[O-])c(N3CCOCC3)c2)CC1	i	i	3	i	i	i	-2	i	i	i	i
O=C(COc1ccccc1)N1CCN(c2ncnc3c2cnn3-c2ccccc2)CC1	i	i	6	i	i	i	-1	i	i	i	i
Cc1ccccc1N1CCN(C(=O)c2ccccc2NC(=O)/C=C\C(=O)O)CC1	i	i	3	i	i	i	-6	i	i	i	i
C[C@H](NC(=O)c1cc2cc(Cl)ccc2n1C)C(=O)N1CCC[C@H]1C(=O)O	i	i	0	i	i	i	-6	i	i	i	i
Cc1ccc(C)c(OCC(O)CN2CCC(C)CC2)c1C (stereo unspecified)	i	i	3	i	i	i	-1	i	i	i	i
Cc1cccc(OCC(=O)Nc2cc(S(=O)(=O)N3CCCCC3)ccc2N2CCN(C)CC2)c1	i	i	-6	i	16*	i	-3	i	i	i	i
Cc1nnc(NC(=O)CSc2nc(C3CCCCC3)nc3ccccc23)s1	i	i	-2	i	i	i	2	i	i	i	i
CC1=C(C)CC(C(=O)Nc2nc(-c3ccc(F)cc3)c(C)s2)C(C(=O)O)C1 (stereo unspecified)	i	i	10	i	i	i	3	i	i	i	i
CCCCNC1=C(Br)C(=O)CC(C)(C)C1	i	i	-7	i	i	i	3	i	i	i	i
O=C(O)c1ccc(S(=O)(=O)c2ccc3c(c2)C(=O)N(NC(=O)c2ccncc2)C3=O)cc1	i	i	-3	i	i	i	-2	i	i	i	i
NC(=O)[C@@H]1CCCN1Cc1nc(-c2ccc(C(F)(F)F)cc2)no1	i	i	11	i	i	i	-5	i	i	i	i
O=C(Nc1cc(S(=O)(=O)Nc2ccccc2Cl)ccc1O)c1sc2cc(Cl)ccc2c1Cl	i	i	-5	i	i	i	1	i	i	i	i
CC(=O)c1cc(Cl)ccc1OCc1cccc(S(=O)(=O)N2CCOCC2)c1	i	i	0	i	i	i	4	i	i	i	i
Cc1cccc(NC(=O)c2ccc(S(=O)(=O)N(C)CC3CCCO3)cc2)c1C (stereo unspecified)	i	i	?	i	i	i	8	i	i	i	i
COc1cc(O)c(CCC(=O)c2cc(OC)c(OC)c(OC)c2)c(OC)c1	i	i	4	i	i	i	-1	i	i	i	i
CC(C)(C)/C(O)=C/c1nc2ccccc2[nH]c1=O	i	i	-10	i	i	i	3	i	i	i	i
CCCCNC(=O)CNC(=S)N(Cc1ccc(C)cc1)Cc1ccco1	i	i	2	i	i	i	2	i	i	i	i
Cc1ccc(S(=O)(=O)NCC(=O)OCC(=O)Nc2cccc(S(=O)(=O)NC3=NCCCCC3)c2)cc1C	i	i	-5	i	i	i	.	i	i	i	i
Cc1ccc(NC(=O)c2cc([N+](=O)[O-])ccc2N2CCOCC2)cc1C	i	i	-9	i	i	i	-5	i	i	i	i
CCC(=O)N1CCCc2cc(S(=O)(=O)N3CCN(c4ccccc4F)CC3)ccc21	i	i	-4	i	i	i	-2	i	i	i	i
COc1ccc(-c2nnn(CC(=O)N(CC(=O)NC3CCCC3)Cc3ccco3)n2)cc1OC	i	i	-5	i	i	i	17	i	i	i	i
COc1ccc(CCn2c(O)c(C3=c4ccccc4=NC3=O)sc2=S)cc1OC	i	i	2	i	i	i	1	i	i	i	i
O=C(COn1nnc2ccc(Cl)cc21)NCc1ccccc1	i	i	1	i	i	i	2	i	i	i	i
COc1ccc(N2CCN(Cc3nc4ccccc4n3C)CC2)cc1	i	i	-6	i	i	i	3	i	i	i	i
SMILES	RGS4 act	RGS4 inh	SKKanGAS inh	TRPC6 inh	MrgX1 allo act	TMEM16A inh	HDAC3 inhib	MrgX1 antag	MrgX1 agonist	ANO1 activ	TRPC6 activator
Cc1cc(C(=O)Nc2sc3c(c2C#N)CCC(C(C)(C)C)C3)no1 (stereo unspecified)	i	i	12	i	i	i	-6	i	i	i	i
N#CC1=C2SCC(O)(c3ccccc3)N2C(=O)CC1c1ccccc1F (stereo unspecified)	i	i	9	i	i	i	5	i	i	i	i
COc1ccc(C(=O)NCCc2nnc3ccc(SCC(=O)N4CCOCC4)nn23)cc1	i	i	7	i	i	i	-2	i	i	i	i
CCN1CCN(Cc2ccc(NC(=O)Nc3ccc(OC)cc3)cc2)CC1	i	i	0	i	i	i	-7	i	i	i	i
Cc1ccc(CNC(=O)C(Cc2ccccc2)NS(=O)(=O)c2cccs2)cc1 (stereo unspecified)	i	i	2	i	i	i	7	i	i	i	i
O=C1[C@H]2[C@H]3[C@H](O)[C@H](O)C/C(=N\OC[C@@H](O)COCc4ccco4)[C@@H]3CC[C@H]2C(=O)N1c1ccc(F)cc1F	i	i	2	i	i	i	11	i	i	.	i
CCC1CCCCN1C(=S)NC(=O)c1ccc(F)c(S(=O)(=O)N2CCOCC2)c1 (stereo unspecified)	i	i	7	i	i	i	2	i	i	i	i
O=C(/C=C/c1ccc(Cl)cc1Cl)N(Cc1ccccc1)C1CCS(=O)(=O)C1 (stereo unspecified)	i	i	4	i	i	i	-1	i	i	i	i
Cc1ccc(-n2nc(C)c3c(C)cc(=O)[nH]c32)cc1	i	i	-12	i	i	i	-4	i	i	i	i
CCN(CC(=O)Nc1ccccc1C(F)(F)F)C(=O)c1cccc(N2C(=O)CCC2=O)c1	i	i	-3	i	i	i	4	i	i	i	i
COc1ccc(C)cc1S(=O)(=O)Nc1cccnc1	i	i	1	i	i	i	5	i	i	i	i
Cc1ccnn1CCSCC(=O)O	i	i	-10	i	i	i	2	i	i	i	i
C=CCN=C1NN=C(c2cc(C)n(CCOC)c2C)CS1	i	i	6	i	i	i	3	i	i	i	i
CCn1c(CCNC(=O)c2ccco2)nc2ccccc21	i	i	1	i	i	i	-2	i	i	i	i
Cc1ccc(S(=O)(=O)N2[C@@H](c3ccccc3)C(C(=O)O)=CC[C@H]2c2cccs2)cc1	.	.	.	.	i	i	-18	i	i	i	.
CC(=O)Oc1ccc(C(=O)O)cc1OC(C)=O	i	i	7	i	i	i	-3	i	i	i	i
COc1cc2c(cc1OC)CN(C(=S)Nc1ccccc1)CC2	i	i	-9	i	i	i	-3	i	i	i	i
O=C(NCCc1ccc(Cl)cc1)c1ccc2c(c1)OCO2	i	i	-7	i	i	i	11	i	i	i	i
CCOC(=O)C1CCN(CC(O)COc2ccc(C(C)(C)CC)cc2)CC1 (stereo unspecified)	i	i	-1	i	i	i	18	i	i	i	i
COc1ccccc1N1C(=O)S/C(=C\c2cccs2)C1=O	i	i	-2	i	i	i	-5	i	i	i	i
CC(=O)Nc1ccc(NC(=O)CSc2ccc3nnc(CCNC(=O)c4ccccc4)n3n2)cc1	i	i	3	i	i	i	-5	i	i	i	i
COC(=O)C1=CN(C2CC2)C=C(C(=O)OC)C1c1ccccc1OC	i	i	4	i	i	i	-9	i	i	i	i
CN1CCN(c2ccc([N+](=O)[O-])cc2C(=O)N2CCOCC2)CC1	i	i	1	i	i	i	-3	i	i	i	i
Cc1ccc(NC(=O)N2CCCC2C(=O)Nc2ccc(-n3cnnn3)c(C)c2)cc1 (stereo unspecified)	i	i	1	i	i	i	-5	i	i	i	i
N#C/C(=C/c1ccc(N2CCOCC2)o1)c1ccc(Br)cc1	i	i	15	i	i	i	10	i	39*	i	25*
SMILES	RGS4 act	RGS4 inh	SKKanGAS inh	TRPC6 inh	MrgX1 allo act	TMEM16A inh	HDAC3 inhib	MrgX1 antag	MrgX1 agonist	ANO1 activ	TRPC6 activator
COc1ccc(F)cc1C(=O)C1CCCN(Cc2cnc(N3CCCC3)s2)C1 (stereo unspecified)	i	i	-13	i	i	i	2	i	i	i	i
Cc1ccc(C(=O)NNC2=NC(C)(C)Cc3ccccc32)cc1	i	i	-13	i	i	i	0	i	i	i	i
O=C(Nc1nc2ccsc2c(=O)s1)c1ccco1	i	i	4	i	i	i	-2	i	i	i	i
CCC(=O)N1CCc2cc(Br)cc(S(=O)(=O)NCCN3CCCC3)c21	i	i	-4	i	i	i	1	i	i	i	i
CC1(OC(=O)c2ccco2)C(=O)C=C2C=C(c3ccsc3)OC=C2C1=O (stereo unspecified)	i	i	18	i	i	i	6	i	i	.	i
COC(=O)c1ccc(NC(=O)COC(=O)c2nc3nccc(C)n3n2)cc1	i	i	6	i	i	i	1	i	i	i	i
CC(=O)c1cccc(N(CC(=O)NC2CCCCC2)C(=O)c2csnn2)c1	i	i	-5	i	i	i	-1	i	i	i	i
Fc1ccccc1Cc1noc(CN2CCCC(CN3CCOCC3)C2)n1 (stereo unspecified)	i	i	-3	i	i	i	1	i	i	i	i
CC(C)c1c(C(=O)N/N=C/c2ccco2)nnn1-c1nonc1N	i	i	-2	i	i	i	9	i	i	i	i
COc1ccc(Nc2nc3ccccc3n3cnnc23)cc1	i	i	9	i	i	i	13	i	i	i	i
O=[N+]([O-])c1cccc(C=Nc2cccc3ccccc23)c1O	i	i	13	i	i	i	-5	i	i	i	i
O=C(C[n+]1ccccc1)N/N=C/c1c(F)cccc1Cl	i	i	2	i	i	i	-4	i	i	i	i
O=C(Nc1cccc(F)c1)c1cc(S(=O)(=O)N2CCOCC2)cs1	i	i	-5	i	i	i	2	i	i	i	i
CCn1cc(C(=O)NCC2CCCO2)c(=O)c2cc(F)c(N3CCN(C)CC3)cc21 (stereo unspecified)	i	i	-4	i	i	i	-28	i	i	i	i
CCCN1C(=O)/C(=C/c2ccc(C)o2)NC1=S	i	i	-12	i	i	i	7	i	i	.	i
Cc1cccc(-n2c(-c3ccncc3)n[nH]c2=S)c1C	i	i	-1	i	i	i	16	i	i	i	i
O=C(Oc1coc(CSc2ncccn2)cc1=O)c1cccs1	i	i	4	i	i	i	7	i	i	i	i
CC(C)/C=C/C(=O)N1CCCC(N2CCN(c3ccccc3F)CC2)C1 (stereo unspecified)	i	i	0	i	i	i	0	i	i	i	i
Cc1cccc(OC(C)C(=O)N2CCc3ccccc3C2)c1 (stereo unspecified)	i	i	7	i	i	i	-4	i	i	i	i
